MLLE-PAM2 inh: blocks PAM2 peptide binding to the PABP1 MLLE domain. P11940. GST-MLLE / FITC-PAM2 fluorescence polarization. inhibition, % at 20 µM. hit rate 0.36% among 360,000; in the data active means inhibition above about 35%, passing the limit was not always enough;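 further: plate controls were DMSO wells with GST-MLLE for no effect and wells lacking GST-MLLE protein for full effect; some results filed as inactive read as strong as hits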
Neddyl block: cullin neddylation inhibition; P61081+Q13564; TR-FRET cullin neddylation, biochemical; calls only at 25 µM; hit rate 0.58% among 360,000; in the data active means inhibition above about 36%
Target sequence (P61081 whole entry, looked up): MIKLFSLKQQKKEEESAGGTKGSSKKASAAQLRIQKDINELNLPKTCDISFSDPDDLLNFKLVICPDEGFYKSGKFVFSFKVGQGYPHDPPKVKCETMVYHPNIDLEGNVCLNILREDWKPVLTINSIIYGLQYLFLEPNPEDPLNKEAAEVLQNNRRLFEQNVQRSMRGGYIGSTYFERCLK
Target sequence (Q13564 whole entry, looked up): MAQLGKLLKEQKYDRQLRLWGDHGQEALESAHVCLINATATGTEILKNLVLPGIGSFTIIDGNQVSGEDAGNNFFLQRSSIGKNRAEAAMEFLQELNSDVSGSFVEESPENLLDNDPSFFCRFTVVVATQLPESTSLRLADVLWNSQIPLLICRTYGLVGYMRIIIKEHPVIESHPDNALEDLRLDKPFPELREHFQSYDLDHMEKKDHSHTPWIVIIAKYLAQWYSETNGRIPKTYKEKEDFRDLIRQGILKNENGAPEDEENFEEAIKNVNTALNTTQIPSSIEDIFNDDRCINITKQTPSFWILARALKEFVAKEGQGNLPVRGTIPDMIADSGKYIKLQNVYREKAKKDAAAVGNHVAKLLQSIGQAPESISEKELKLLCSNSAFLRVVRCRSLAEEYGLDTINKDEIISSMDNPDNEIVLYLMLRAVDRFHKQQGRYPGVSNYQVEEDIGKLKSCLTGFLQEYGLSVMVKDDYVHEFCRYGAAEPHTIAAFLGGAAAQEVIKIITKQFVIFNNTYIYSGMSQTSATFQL
MT1-MMP act inh: blocks activation of human MT1-MMP; HT1080 RFP-PRO-GFP cells, GFP/RFP ratio fluorescence, overnight; percent of plate control window, DMSO zero; hit rate 0.061% among 360,000; GFP/RFP ratio change, % at 20 µM; P50281;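 active means GFP/RFP ratio change of at least 30% with cell ATP level not reduced by more than half and red fluorescence within 50% of control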; further: strong numbers were not always called active
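Material: RFP-PRO-GFP reporter HT1080 cells. Dosing: single-point 20 µM compound, 1% DMSO. Controls: DMSO and RFP-L50D-GFP cell wells. Timing: cells overnight before dosing, compound overnight, 37 °C, 5% CO2. Measure: GFP/RFP fluorescence ratio.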
Rin1-Abl PPI inh: inhibitors of human Rin1-Abl protein interaction. P00519+Q13671. TR-FRET Rin1/Abl binding, biochemical. inhibition, % at 7.35 µM. hit rate 0.4% among 360,000. AID 588664; in the data active means inhibition above about 5%, passing the limit was not always enough
SKN-1 inh: inhibitors of C. elegans SKN-1; inhibition, % at 21.8 µM; C. elegans VP596 Pgst-4::GFP/RFP ratio, acrylamide-induced, 24 h; hit rate 0.49% among 360,000;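 active means interference check ratio from 0.5 to 1.5 plus GFP to RFP signal ratio inhibition reaching or exceeding a fixed threshold, cut at about 30% in these data, passing the limit was not always enough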; further: some compounds called inactive have numbers as strong as hits
FAS TE block: blocks the thioesterase domain of human fatty acid synthase. recombinant FAS-TE, OMFH fluorogenic substrate, fluorescence endpoint. inhibition, % at 15 µM. hit rate 0.67% among 360,000. AID 602261;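 active means compounds whose normalised, plate-corrected inhibition of enzyme fluorescence in the single-dose primary screen is 50% or more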;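 further: 0% = DMSO with enzyme and 100% = substrate without enzyme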
eLon inh: inhibits E. coli Lon protease; purified E. coli Lon protease, fluorescence polarization; P0A9M0; hit rate 0.42% among 360,000; inhibition, % at 7.94 µM; in the data active means inhibition above about 13%, passing the limit was not always enough;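 further: 0% = enzyme with probe and DMSO and 100% = no enzyme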
bovine MsrA act: activates bovine MsrA enzyme | purified bovine MsrA, absorbance read-out | activation, % at 10.6 µM | hit rate 0.3% among 360,000; in the data active means activation above about 7.5%;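 further: 0% = vehicle and 100% = reference activator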
CendR NRP1 mod: modulators of CendR peptide binding to human neuropilin-1. FAM-RPARPAR peptide binding to NRP-1, fluorescence polarization. inhibition, % at 25 µM. hit rate 0.85% among 360,000. AID 602438;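 active means inhibition or corrected inhibition above about 18%, plus a signal ratio from 0.5 to 1.5, limit read from the data, passing the limit was not always enough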; further: strong numbers were not always called active
Starred values were filed as active, the others as inactive.

Results for COc1ccccc1NC(=O)CCn1c(=O)c2cccn2c2ccccc21 ?
MLLE-PAM2 inh: -2; Neddyl block: inactive; MT1-MMP act inh: -1; Rin1-Abl PPI inh: 2; SKN-1 inh: 18; FAS TE block: -2; eLon inh: 3; bovine MsrA act: -1; CendR NRP1 mod: -2

Results for CC(Oc1cc2oc(=O)c3c(c2cc1Cl)CCCC3)C(=O)NCc1cccnc1 (stereo not drawn) ?
MLLE-PAM2 inh: -1; Neddyl block: inactive; MT1-MMP act inh: 3; Rin1-Abl PPI inh: -1; SKN-1 inh: 3; FAS TE block: 1; eLon inh: -8; bovine MsrA act: -2; CendR NRP1 mod: 5

Results for Cc1ccc(C23CC4CC(CC(NC(=O)N5CCN(C)CC5)(C4)C2)C3)cc1 ?
MLLE-PAM2 inh: -8; Neddyl block: inactive; MT1-MMP act inh: 1; Rin1-Abl PPI inh: -5; SKN-1 inh: 20; FAS TE block: -8; eLon inh: 3; bovine MsrA act: 0; CendR NRP1 mod: 8

What do the screens show for `CCOc1ccc(C2/C(=C(/O)c3ccc(F)cc3)C(=O)C(=O)N2CCCN(C)C)cc1` (stereo not drawn)?
MLLE-PAM2 inh: 8; Neddyl block: inactive; MT1-MMP act inh: 0; Rin1-Abl PPI inh: -2; SKN-1 inh: 1; FAS TE block: -5; eLon inh: -1; bovine MsrA act: -2; CendR NRP1 mod: 15

How did Cc1ccc(OCCN2CCN(c3ncnc4sc(C)c(C)c34)CC2)cc1 do in these assays?
MLLE-PAM2 inh: 10; Neddyl block: inactive; MT1-MMP act inh: 7; Rin1-Abl PPI inh: -4; SKN-1 inh: -3; FAS TE block: 26; eLon inh: -1; bovine MsrA act: -5; CendR NRP1 mod: -6

How did Cc1cccc(C(=O)NCC(=O)N2CCN(c3ccc(Cl)cc3)CC2)c1 do in these assays?
MLLE-PAM2 inh: -13; Neddyl block: inactive; MT1-MMP act inh: 2; Rin1-Abl PPI inh: -2; SKN-1 inh: 3; FAS TE block: -1; eLon inh: 6; bovine MsrA act: 0; CendR NRP1 mod: 2

How did Cc1cccc(C)c1NC(=O)C1c2ccccc2OCC(=O)N1Cc1ccc2c(c1)OCO2 (stereo not drawn) do in these assays?
Neddyl block: inactive; MT1-MMP act inh: 3; SKN-1 inh: -12; FAS TE block: 0; eLon inh: -7; bovine MsrA act: -4; CendR NRP1 mod: -5

Results for Cc1n[nH]c(C)c1S(=O)(=O)N1CCCC(C(=O)NCc2ccccc2Cl)C1 (stereo not drawn) ?
MLLE-PAM2 inh: 7; Neddyl block: inactive; MT1-MMP act inh: -1; Rin1-Abl PPI inh: 2; SKN-1 inh: 13; FAS TE block: -8; eLon inh: 0; bovine MsrA act: -2; CendR NRP1 mod: 6

What do the screens show for `CC(=O)N(CCC(Cc1ccccc1)c1ccc2c(c1)OCO2)Cc1ccc(Cl)cc1` (stereo not drawn)?
MLLE-PAM2 inh: -2; Neddyl block: inactive; MT1-MMP act inh: -24; Rin1-Abl PPI inh: -1; SKN-1 inh: -24; FAS TE block: 37; eLon inh: 2; bovine MsrA act: -3; CendR NRP1 mod: -8

Results for O=C(NCC(=O)N1CCN(c2ccccn2)CC1)c1ccc(Br)o1 ?
MLLE-PAM2 inh: -4; Neddyl block: inactive; MT1-MMP act inh: 0; Rin1-Abl PPI inh: 0; SKN-1 inh: 12; FAS TE block: -9; eLon inh: -10; bovine MsrA act: 2; CendR NRP1 mod: -3

Results for CC(=O)Oc1ccc2c(=O)c(/C=N/c3cc(=O)[nH]c(=S)[nH]3)coc2c1 ?
MLLE-PAM2 inh: 25; Neddyl block: inactive; MT1-MMP act inh: -1; Rin1-Abl PPI inh: 0; SKN-1 inh: 9; FAS TE block: -5; eLon inh: -11; bovine MsrA act: -1; CendR NRP1 mod: -23

What do the screens show for `COc1cccc(C(=O)Nc2cc3c4c(c2)CC(=O)N4CCC3)c1`?
MLLE-PAM2 inh: 6; Neddyl block: inactive; MT1-MMP act inh: -3; Rin1-Abl PPI inh: -4; SKN-1 inh: 3; FAS TE block: -4; eLon inh: 0; bovine MsrA act: -2; CendR NRP1 mod: -17

How did Cc1c(NS(=O)(=O)c2ccc([N+](=O)[O-])cc2)c(=O)n(-c2ccccc2)n1C do in these assays?
MLLE-PAM2 inh: 10; Neddyl block: inactive; MT1-MMP act inh: -5; Rin1-Abl PPI inh: 1; SKN-1 inh: 4; FAS TE block: 19; eLon inh: -2; bovine MsrA act: 1; CendR NRP1 mod: 5

What do the screens show for `COc1ccccc1C(=O)Nc1ccc2c(c1)CN(C(=O)CSC)CC2`?
MLLE-PAM2 inh: 14; Neddyl block: inactive; MT1-MMP act inh: 0; Rin1-Abl PPI inh: 0; SKN-1 inh: 17; FAS TE block: -2; eLon inh: -3; bovine MsrA act: -2; CendR NRP1 mod: 0

How did Cc1cccc(N(CC(=O)NC2CC2)S(=O)(=O)c2ccc(Cl)cc2)c1 do in these assays?
MLLE-PAM2 inh: -5; Neddyl block: inactive; MT1-MMP act inh: 4; Rin1-Abl PPI inh: 2; SKN-1 inh: 7; FAS TE block: 2; eLon inh: -16; bovine MsrA act: -2; CendR NRP1 mod: 0

What do the screens show for `c1cc2c(cc1Oc1nc(N3CCOCC3)nc(N3CCOCC3)n1)OCO2`?
MLLE-PAM2 inh: 9; Neddyl block: inactive; MT1-MMP act inh: -6; Rin1-Abl PPI inh: 0; SKN-1 inh: 15; FAS TE block: 0; eLon inh: 9; bovine MsrA act: -3; CendR NRP1 mod: 8

What do the screens show for `CCOc1cc(OCC)cc(C(=O)NC(=S)Nc2cccc(C(F)(F)F)c2)c1`?
MLLE-PAM2 inh: 29; Neddyl block: inactive; MT1-MMP act inh: 2; Rin1-Abl PPI inh: 0; SKN-1 inh: 4; FAS TE block: 20; eLon inh: 2; bovine MsrA act: -4; CendR NRP1 mod: -2

Results for CCSC1=NCCN1S(=O)(=O)c1ccc(F)cc1 ?
MLLE-PAM2 inh: -10; Neddyl block: inactive; MT1-MMP act inh: 2; Rin1-Abl PPI inh: 2; SKN-1 inh: 2; FAS TE block: -5; eLon inh: -10; bovine MsrA act: 1; CendR NRP1 mod: 8

How did O=C(Nc1ccc(S(=O)(=O)N2CCOCC2)cc1)c1ccc(Cl)cc1Cl do in these assays?
MLLE-PAM2 inh: 2; Neddyl block: inactive; MT1-MMP act inh: 7; Rin1-Abl PPI inh: 1; SKN-1 inh: -7; FAS TE block: 4; eLon inh: -15; bovine MsrA act: -5; CendR NRP1 mod: 15

Results for O=C(OCC#CCSc1nnc(-c2cccc3ccccc23)o1)c1ccc(F)cc1 ?
MLLE-PAM2 inh: -48; Neddyl block: inactive; MT1-MMP act inh: 5; Rin1-Abl PPI inh: 2; SKN-1 inh: 11; FAS TE block: 22; eLon inh: -3; bovine MsrA act: -3; CendR NRP1 mod: 3

Results for CC1(C)CC(=O)C2=C(C1)N=C1SCCC(=O)N1C2c1cccc([N+](=O)[O-])c1 (stereo not drawn) ?
MLLE-PAM2 inh: -7; Neddyl block: inactive; MT1-MMP act inh: 3; Rin1-Abl PPI inh: 0; SKN-1 inh: 11; FAS TE block: 6; eLon inh: 6; bovine MsrA act: 0; CendR NRP1 mod: 12

How did Cc1ccc(C2=Nc3ccccc3N(C(=O)c3ccccc3)C(C)C2)cc1 (stereo not drawn) do in these assays?
MLLE-PAM2 inh: -9; Neddyl block: inactive; MT1-MMP act inh: -3; Rin1-Abl PPI inh: -1; SKN-1 inh: 1; FAS TE block: 14; eLon inh: -4; bovine MsrA act: -5; CendR NRP1 mod: 4

What do the screens show for `CCOC(=O)CN(C(=O)CSc1nnc(-c2ccncc2)n1CCCN(C)C)c1ccccc1`?
MLLE-PAM2 inh: -5; Neddyl block: inactive; MT1-MMP act inh: -4; Rin1-Abl PPI inh: 1; SKN-1 inh: 5; FAS TE block: -4; eLon inh: -1; bovine MsrA act: 0; CendR NRP1 mod: 2

What do the screens show for `CS(=O)(=O)Nc1ccc(C(=O)NCCSCc2c(F)cccc2Cl)cc1`?
MLLE-PAM2 inh: -12; Neddyl block: inactive; MT1-MMP act inh: 6; Rin1-Abl PPI inh: 0; SKN-1 inh: 2; FAS TE block: -1; eLon inh: -4; bovine MsrA act: 8.3*; CendR NRP1 mod: 7

How did O=C(Cn1nc(-c2ccc(F)cc2)ccc1=O)Nc1ccc(C(=O)NC2CC2)cc1 do in these assays?
MLLE-PAM2 inh: 11; Neddyl block: inactive; MT1-MMP act inh: -1; Rin1-Abl PPI inh: 2; SKN-1 inh: -6; FAS TE block: -1; eLon inh: 3; bovine MsrA act: -6; CendR NRP1 mod: 12

How did COc1cccc(N/C=C/C(=O)c2ccc(Cl)cc2)c1 do in these assays?
MLLE-PAM2 inh: -4; Neddyl block: inactive; MT1-MMP act inh: 3; Rin1-Abl PPI inh: 0; SKN-1 inh: 14; FAS TE block: 17; eLon inh: -4; bovine MsrA act: -3; CendR NRP1 mod: -19

What do the screens show for `Cn1nnc(C(O)CNCc2cccs2)n1` (stereo not drawn)?
MLLE-PAM2 inh: 9; Neddyl block: inactive; MT1-MMP act inh: 4; Rin1-Abl PPI inh: 0; SKN-1 inh: 3; FAS TE block: -6; eLon inh: -10; bovine MsrA act: 3; CendR NRP1 mod: -2

How did CCn1c(CNC(=O)c2cccc(C)c2)nnc1SCC(=O)NC1CCCC1 do in these assays?
MLLE-PAM2 inh: 4; Neddyl block: inactive; MT1-MMP act inh: 2; Rin1-Abl PPI inh: 0; SKN-1 inh: -6; FAS TE block: -2; eLon inh: 4; bovine MsrA act: -7; CendR NRP1 mod: 4

What do the screens show for `N#Cc1ccc(NC(=O)c2cc(=O)c3ccccc3o2)cc1`?
MLLE-PAM2 inh: -6; Neddyl block: active; MT1-MMP act inh: -2; Rin1-Abl PPI inh: -2; SKN-1 inh: 13; FAS TE block: -6; eLon inh: -9; bovine MsrA act: -2; CendR NRP1 mod: -5

How did Cc1nsc2c1ccc1ccccc12 do in these assays?
MLLE-PAM2 inh: 6; Neddyl block: inactive; MT1-MMP act inh: -2; Rin1-Abl PPI inh: 0; SKN-1 inh: 5; FAS TE block: -5; eLon inh: -2; bovine MsrA act: -5; CendR NRP1 mod: 22

How did COc1ccc(CCNc2oc(COc3ccccc3Cl)nc2C#N)cc1OC do in these assays?
MLLE-PAM2 inh: -25; Neddyl block: inactive; MT1-MMP act inh: -1; Rin1-Abl PPI inh: 1; SKN-1 inh: -1; FAS TE block: 18; eLon inh: 0; bovine MsrA act: -2; CendR NRP1 mod: 0

How did COc1ccccc1NC(=O)N(C)C[C@@H]1OCc2cnnn2CCCC(=O)N([C@@H](C)CO)C[C@@H]1C do in these assays?
MLLE-PAM2 inh: 0; Neddyl block: inactive; MT1-MMP act inh: -2; Rin1-Abl PPI inh: -1; SKN-1 inh: 3; FAS TE block: -9; eLon inh: -1; bovine MsrA act: -1; CendR NRP1 mod: 4

Results for COC(=O)c1ccc(NCN2C(=O)C3C4CCC(C4)C3C2=O)cc1 (stereo not drawn) ?
MLLE-PAM2 inh: 7; Neddyl block: inactive; MT1-MMP act inh: 4; Rin1-Abl PPI inh: -1; SKN-1 inh: 7; FAS TE block: 1; eLon inh: -3; bovine MsrA act: -5; CendR NRP1 mod: -2

Reprinted at random: 2 records from the list, in no set order.
How did COc1cccc(N/C=C/C(=O)c2ccc(Cl)cc2)c1 do in these assays?
MLLE-PAM2 inh: -4; Neddyl block: inactive; MT1-MMP act inh: 3; Rin1-Abl PPI inh: 0; SKN-1 inh: 14; FAS TE block: 17; eLon inh: -4; bovine MsrA act: -3; CendR NRP1 mod: -19

How did COc1ccc(CCNc2oc(COc3ccccc3Cl)nc2C#N)cc1OC do in these assays?
MLLE-PAM2 inh: -25; Neddyl block: inactive; MT1-MMP act inh: -1; Rin1-Abl PPI inh: 1; SKN-1 inh: -1; FAS TE block: 18; eLon inh: 0; bovine MsrA act: -2; CendR NRP1 mod: 0

Compound activity as filed in PubChem BioAssay.
